# M. tuberculosis GlmU = inhibition of mycobacterial GlmU enzyme – biochemical, glucosamine-1-phosphate acetyltransferase (AID 1376); Bifunctional protein GlmU (Mycobacterium tuberculosis (strain ATCC 25618 / H37Rv)); M. tuberculosis GlmU acetyltransferase enzyme assay; higher % means a stronger effect; one-dose inhibition, %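 (tested at 30 µM in the primary screen)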; IC50 in µM for titrated hits; 0.25% of 220,000 active; in the data active = inhibition above about 13%; inconclusive = no clear call, values can overlap the other calls;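 also: 0% = complete reaction with vehicle and 100% = reaction without substrate; strong numbers were not always called active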
# RmlCD inh 1536 = M. tuberculosis RmlC/RmlD coupled enzyme inhibitors, primary screen, biochemical, compound mixtures, 384-well, from 1536-well plates; inhibition, % at 3.6 µM; AID 1533, 2009; 0.03% of 160,000 active; RmlC+RmlD coupled enzyme assay, percent inhibition; primary screen in compound mixtures; in the data active = inhibition mostly above about 34%, no sharp cut-off; inconclusive = no clear call, values can overlap the other calls; inactive = mostly below about 22%; also: some results filed as inactive read as strong as hits
# Target sequence (P9WH09 whole entry, looked up): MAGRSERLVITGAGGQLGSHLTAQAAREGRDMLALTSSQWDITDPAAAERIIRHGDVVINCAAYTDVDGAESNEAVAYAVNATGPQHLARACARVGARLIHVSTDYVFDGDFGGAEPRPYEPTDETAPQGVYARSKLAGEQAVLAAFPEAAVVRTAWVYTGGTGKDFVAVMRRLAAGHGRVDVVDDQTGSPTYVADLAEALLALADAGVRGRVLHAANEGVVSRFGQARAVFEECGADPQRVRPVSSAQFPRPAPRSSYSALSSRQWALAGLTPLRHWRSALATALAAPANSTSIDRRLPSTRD
# Target sequence (P9WH11 whole entry, looked up): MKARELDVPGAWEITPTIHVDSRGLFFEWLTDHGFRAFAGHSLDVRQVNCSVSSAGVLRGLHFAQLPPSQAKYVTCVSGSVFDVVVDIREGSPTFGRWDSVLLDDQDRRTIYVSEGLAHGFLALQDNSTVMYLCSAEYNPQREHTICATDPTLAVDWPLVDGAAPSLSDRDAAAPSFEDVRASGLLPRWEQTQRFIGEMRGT
# An asterisk follows results filed as active; u = inconclusive; x = not tested or not shown.
SMILES,M. tuberculosis GlmU,RmlCD inh 1536
c1ccc2[nH]cnc2c1,-0.4%,x
CCCOc1ccc(S(=O)(=O)n2cc(Br)c(=O)[nH]c2=O)cc1,2.0%,-0.4
O=C(O)CC1(CC(=O)Nc2ccccc2C(=O)c2ccccc2)CCCC1,-2.1%,x
COc1cc(NC(=O)c2ccco2)c(C(=O)O)cc1OC,2.2%,-12.0
CCCCN(CCCC)c1nc(-c2ccncc2)nc2ccccc12,2.1%,-9.7
CCCCn1c(SCC(=O)Nc2cccc(OC)c2)nc2ccc(N3CCOCC3)cc2c1=O,5.0%,x
O=C(NCc1ccncc1)C(=O)N/N=C/c1cccnc1,1.9%,-2.7
Cc1cc(=O)[nH]c(-c2ccccc2OC(F)(F)F)n1,1.8%,-1.8
CCC(=O)Nc1ccc(-c2nc(-c3ccccc3)n(CC(=O)N3CCCCC3)n2)cc1,8.5%,x
O=C(CCCSc1nc(-c2ccco2)cc(C(F)(F)F)n1)NCc1cccs1,5.1%,6.8
Cn1nc(C(F)(F)F)c(C(=O)Nc2ccc(C(F)(F)F)cc2)c1Cl,5.1%,-7.0
CCC(CC)C(=O)Nc1nnc(SCC(=O)N2CCN(c3ccccc3OC)CC2)s1,1.4%,9.7
COc1ccccc1NC(=O)Nc1ccc(Br)cn1,-1.6%,x
CCn1c(CNc2ccc(F)cc2)nnc1SCC(=O)Nc1ccc(OC)cc1OC,0.6%,2.6
COc1ccccc1Oc1ccc2c(c1)C(=O)N(CC1CCCO1)C2=O (stereo unspecified),0.5%,-7.8
O=C(Nc1ccc(Cl)cc1C(F)(F)F)c1ccccc1Cl,5.4%,u
CC(C)CN(CC(C)C)C1=N/C(=C\c2ccco2)C(=O)N1c1ccccc1,-0.7%,-3.2
O=C(CNC(=O)C1CCCCC1)NC1=NCCS1,1.5%,-3.2
COc1ccccc1Cn1c(=O)c2ccccc2n2c(SCc3csc(C)n3)nnc12,3.8%,2.7
Cc1ccc(CSCCNC(=O)CN2C(=O)c3ccccc3S2(=O)=O)cc1,1.7%,x
Cc1cc(CNC(=O)COc2ccc(C)c(C)c2)c2ccccc2n1,2.3%,-1.9
Cc1ncsc1CCOC(=O)c1cccc([N+](=O)[O-])c1,-1.0%,3.2
Cc1cccc(OCC(=O)Nc2ccc(N3CCN(S(C)(=O)=O)CC3)cc2)c1C,4.8%,10.8
Nc1cc(S(=O)(=O)Nc2ccccc2Cl)ccc1N1CCCC1,8.3%,65.4
O=C1c2ccccc2NC(c2ccccn2)N1c1ccccc1F (stereo unspecified),-0.3%,x
O=C(OCc1nc2ccccc2[nH]1)C1CCCCC1,-0.4%,4.3
CN(Cc1ccco1)C(=O)c1ccc(N2CCCC2=O)cc1,1.8%,x
OCc1ccnc2c(O)cccc12,-4.9%,x
CN1CCN(c2ccc(C(=O)c3ccccc3)cc2[N+](=O)[O-])CC1,3.1%,7.8
O=C(C1CCN(C2CC(=O)N(c3ccc(Cl)cc3)C2=O)CC1)N1CCOCC1 (stereo unspecified),1.4%,8.8
CCOc1ccc(N=C2NC(=O)C(CC(=O)O)S2)cc1 (stereo unspecified),4.6%,x
CCn1c(C(C)NC(=O)c2cccc(C)c2)nc2ccccc21 (stereo unspecified),2.1%,10.5
CC(C)OCCCNC(=O)c1ccc2c(=O)n(Cc3ccc4c(c3)OCO4)c(=S)[nH]c2c1,3.0%,0.3
CNC(=O)CCC(=O)Nc1ccc(C)cc1,0.0%,52.4
COc1cc(C=Nc2cccc(C)c2)c(O)c([N+](=O)[O-])c1,1.7%,4.8
COCc1cc(C)nc(SCC(=O)Nc2ccc(C)c(C)c2)c1C#N,-1.7%,-3.5
Cc1ccc(O)c(NC(=O)c2noc3c2CCc2ccccc2-3)c1,-3.1%,-11.5
O=C1NC2c3ccccc3C(=O)N2c2c1cnn2-c1ccccc1 (stereo unspecified),0.0%,x
Cc1ccc(O)c(C(=O)c2cc(C#N)c(=O)n(Cc3ccccc3)c2)c1,1.0%,5.5
CCOc1ccc(OCc2ccc(C(=O)N(CC)CC)cc2)cc1,0.2%,-5.5
Cc1cc(Cl)ccc1OCC(=O)N1C(C)CCCC1C (stereo unspecified),-1.6%,4.9
CNc1cccc2c1C(=O)c1ccccc1C2=O,3.7%,5.2
CC(C)(C)NC(=O)Cn1ccc(=N)c2ccccc21,0.4%,x
CC(C)C(=O)c1ccc(O)c(O)c1,0.1%,53.2
O=C(NC(=S)NCc1nc2ccccc2[nH]1)c1ccc(F)cc1,0.2%,x
CCCCSc1nnc2c(n1)[nH]c1ccccc12,-1.8%,12.7
O=C(NCc1ccco1)c1ccc(Cn2cc([N+](=O)[O-])cn2)o1,2.7%,x
Cn1c(=O)oc2cc(S(=O)(=O)N3CCN(c4ccccc4)CC3)ccc21,-1.5%,x
COC(=O)COc1ccc(NS(=O)(=O)c2cccc([N+](=O)[O-])c2)cc1,4.8%,4.9
CCOc1ccc(C2C(C#N)=C(N)N3C(=C2C#N)Sc2ccccc23)cc1 (stereo unspecified),0.2%,x

# Of the compounds above, these have bromine:
SMILES,M. tuberculosis GlmU,RmlCD inh 1536
CCCOc1ccc(S(=O)(=O)n2cc(Br)c(=O)[nH]c2=O)cc1,2.0%,-0.4
COc1ccccc1NC(=O)Nc1ccc(Br)cn1,-1.6%,x

# Following part:
SMILES,M. tuberculosis GlmU,RmlCD inh 1536
Cn1nc(C(C)(C)C)cc1C(=O)NNC(=O)c1ccccc1Cl,-2.0%,-1.7
CNC(=S)NNC(=O)c1ccccc1F,-3.8%,-7.3
CCCNc1c(N)n(-c2ccccc2)c(=O)[nH]c1=O,1.4%,4.6
CC(=O)Nc1cccc(NC(=O)c2c(-c3ccccc3)noc2C)c1,0.7%,x
CC(C)Cc1ccc(C(C)C(=O)Nc2ncccn2)cc1 (stereo unspecified),5.9%,6.3
O=C(CCc1ccc(S(=O)(=O)NCc2ccccc2)cc1)NCc1cccnc1,1.6%,4.3
CC(C)c1ccc(NC(=O)c2sccc2-n2cccc2)cc1,2.1%,3.7
COc1ccc2oc(=O)c(-c3nnc(N)s3)cc2c1,2.1%,-9.3
Cc1ccccc1C(OCCN(C)C)c1ccccc1 (stereo unspecified),-6.1%,0.2
O=C(CSc1nc2ccccc2[nH]1)Nc1c(F)c(F)c(F)c(F)c1F,8.4%,4.2
O=C1NCCN1Cc1ccccc1,-1.3%,x
Cc1cccc(-n2nc3c(c2NC(=O)c2ccc(Br)o2)CSC3)c1,-0.9%,-1.9
Cc1ccc(-c2nnn(CC(=O)NCc3ccccc3)n2)c(-n2cnnn2)c1,3.5%,13.2
C#CCOCCOCCOCCNc1nc(N2CCN(C(=O)[C@H]([C@@H](C)CC)n3cc([C@@H](N)Cc4ccc(O)cc4)nn3)CC2)nc(N2CCN(C(=O)[C@H](Cc3ccc(O)cc3)n3cc([C@@H](N)C(C)CC)nn3)CC2)n1 (stereo partly specified),-11.5%,x
Cc1ccc(-c2c(C(=O)Nc3ccccc3C)c(C)[nH]c(=S)c2C#N)o1,8.4%,x
Cc1ccccc1Nc1nc(N)nc(CN2CCN(c3ccccn3)CC2)n1,-1.6%,-1.9
O=C(COc1ncnc2scc(-c3ccccc3)c12)NCCN1C(=O)CSC1=O,1.1%,3.5
CCCc1ncc(C(O)c2cccc3ccccc23)n1C (stereo unspecified),-4.5%,x
CC(NC(=O)C1CCN(S(=O)(=O)c2cnc[nH]2)CC1)c1ccccc1 (stereo unspecified),-2.1%,-2.1
COc1ccc(CC(=O)NCc2ccccc2)cc1S(=O)(=O)N1CCOCC1,3.2%,x
CC1(C)CC(=O)C2=C(C1)N(c1cccc(Cl)c1)C(=O)NC2(C(F)(F)F)C(F)(F)F,5.7%,7.4
COc1ccc(Nc2cc(C(=O)NCCCN3CCN(C)CC3)c3ccccc3n2)c(OC)c1,-1.4%,3.9
O=C(NCCCN1CCCCCC1)C1CC(=O)N(C2CCCC2)C1 (stereo unspecified),-15.5%,x
CCSc1nc(-c2ccc(OC)cc2)cc(-c2ccc(OC)cc2)c1C#N,-6.9%,-5.6
COC(=O)c1sc(C(C)(C)C)cc1CS(=O)(=O)c1ccc(Cl)cc1,4.9%,x
CCOC(=O)CCC(=O)Nc1ccc(S(=O)(=O)N2CCC(C)CC2)cc1,-6.0%,x
COc1ccc(N2C(=O)CCC(C(=O)NCCN3CCOCC3)C2c2ccc(OC)c(OC)c2)cc1 (stereo unspecified),1.0%,7.3
CCN(CC)S(=O)(=O)c1cccc(-c2nnc(SCC(N)=O)n2N)c1,-0.7%,x
O=C(CCCn1c(SCC(=O)c2ccc(F)cc2)nc2ccccc2c1=O)NCc1ccco1,-1.8%,x
Cc1cc([N+](=O)[O-])nn1CCCC(=O)Nc1c(C)n(C)n(-c2ccccc2)c1=O,-7.4%,10.3
COC(=O)CCNCCSc1nnc(-c2ccco2)n1Cc1ccccc1,-1.9%,x
COc1ccc(-c2cc(-c3c(O)c(OC)c4occc4c3OC)[nH]n2)cc1OC,-0.3%,-2.5
COc1ccc(S(=O)(=O)N2CCCCCC2)cc1N,8.3%,-5.8
Cc1ccc(C)c(C(=O)CSc2nc3ccccc3c(=O)[nH]2)c1,-4.7%,-5.2
CCN(CC(=O)N1CCOCC1)S(=O)(=O)c1ccc(C)cc1,1.5%,-11.2
CCC(C)c1c(O)nc(SCC(=O)c2ccccc2)[nH]c1=O (stereo unspecified),2.1%,x
CSc1ccc(Cn2nnc(C(=O)NCc3ccccc3)c2N)cc1,-5.9%,8.2
N/C(=N\OC(=O)CCc1ccccc1)c1ccc(Br)cc1,6.4%,4.9
CN1CCN(Cc2nc(-c3cccs3)no2)CC1c1ccccc1 (stereo unspecified),-7.5%,7.1
Cc1ccccc1-n1c(SCc2cc(=O)n3ccccc3n2)nc2[nH]ncc2c1=O,1.6%,10.5
Cn1nc(C(F)(F)F)c(-c2ccc(F)cc2)c1NC(=O)c1cccnc1,7.6%,-12.9
Cc1nnc2ccc(-c3cccc(NC(=O)Cc4cccs4)c3)nn12,-3.0%,4.7
O=c1c2ccccc2nc(-c2cccs2)n1-c1cccc2ccccc12,1.0%,5.6
c1ccc(-n2nnnc2OCCOc2nnnn2-c2ccccc2)cc1,0.8%,x
N=c1oc2cc(O)ccc2cc1C(=O)Nc1ccccn1,-3.0%,5.0
Cc1ccc(CSc2nnc(-c3cccs3)n2C)cc1,5.1%,x
CC1(C)SCC2C(=O)N3C(CSC3(C)C)C(=O)N21 (stereo unspecified),6.9%,6.5
CSc1nc(C)c(CCOC(=O)c2cccc(Cl)c2)c(=O)[nH]1,-1.5%,x
CCCCCOC(=O)Cn1c(=O)oc2ccc(C)cc21,1.1%,9.1
COc1cccc(NC(=O)Cc2nnc(SCCOc3ccccc3)n2C)c1,1.8%,-5.2
# Other structures follow.
SMILES,M. tuberculosis GlmU,RmlCD inh 1536
NC(N)=NS(=O)(=O)c1ccc(NC(=S)NC(=O)c2ccc3c(c2)OCO3)cc1,0.9%,8.1
CCCCN(C)C(=O)c1nc2ccccn2c1CN1CCN(c2ncccn2)CC1,2.6%,-11.2
CCc1cccc(NC(=O)c2snc3c(=O)[nH]cnc23)c1,4.0%,x
O=C(NC1CCCCC1)c1ccc(CNc2ccccc2)o1,-5.5%,-9.4
O=S(=O)(N1CCOCC1)n1nnc2ccccc21,2.9%,8.9
N#CCCN(Cc1ccncc1)C(=S)NC1CC2C=CC1C2 (stereo unspecified),1.3%,26.1
COc1ccc(NS(=O)(=O)c2cccc(C(=O)N/N=C/c3cn(-c4ccccc4)nc3-c3ccccc3)c2)cc1,1.5%,x
Cc1cccc(-n2c(O)c(C=Nc3ccc4c(c3)OCO4)c3ccccc3c2=O)n1,-4.9%,-4.0
CCOc1ccccc1N(CC(=O)Nc1ccc(S(=O)(=O)N2CCOCC2)cc1)S(=O)(=O)c1ccc(Cl)cc1,0.8%,x
CC(C)CC(=O)OC1C(N2CCOCC2)c2c(ccc(/C=C/C(=O)N3CCOCC3)c2O)OC1(C)C (stereo unspecified),1.2%,-2.0

# A stretch from the list above, as a working copy:
SMILES,M. tuberculosis GlmU,RmlCD inh 1536
O=S(=O)(N1CCOCC1)n1nnc2ccccc21,2.9%,8.9
N#CCCN(Cc1ccncc1)C(=S)NC1CC2C=CC1C2 (stereo unspecified),1.3%,26.1
COc1ccc(NS(=O)(=O)c2cccc(C(=O)N/N=C/c3cn(-c4ccccc4)nc3-c3ccccc3)c2)cc1,1.5%,x
Cc1cccc(-n2c(O)c(C=Nc3ccc4c(c3)OCO4)c3ccccc3c2=O)n1,-4.9%,-4.0
CCOc1ccccc1N(CC(=O)Nc1ccc(S(=O)(=O)N2CCOCC2)cc1)S(=O)(=O)c1ccc(Cl)cc1,0.8%,x
CC(C)CC(=O)OC1C(N2CCOCC2)c2c(ccc(/C=C/C(=O)N3CCOCC3)c2O)OC1(C)C (stereo unspecified),1.2%,-2.0

# (continued)
SMILES,M. tuberculosis GlmU,RmlCD inh 1536
COc1ccccc1CN1C[C@@H]2C[C@@H](c3cccc(C)c3)N3CCC[C@@]23C1=O,2.1%,x
CCOCCOC(=O)COc1ccc2c(-c3ccccc3)cc(=O)oc2c1,-2.1%,-4.5
COc1cccc(NC(=O)CNC(=O)c2ccccc2)c1,2.6%,-6.3
CCCN(C(=O)C(=O)Nc1ccc2nc3n(c(=O)c2c1)CCCCC3)c1ccc(OCC)cc1,-4.0%,4.0
CC1CN/C(=C\C(=O)c2ccc(Br)cc2)C(=O)N1 (stereo unspecified),5.7%,-8.2
COc1ccc(C(=O)CC(=O)C(=O)Nc2cc(Cl)c(OC)cc2OC)cc1,2.8%,12.6
C=CCN(CC=C)CCOc1cc(C)ccc1[N+](=O)[O-],-5.0%,-13.1
COc1ccc(S(=O)(=O)CCc2nnc(NC(C)=O)s2)cc1,-2.8%,-1.1
CCSc1nnc(NC(=O)NC(CC)(C(F)(F)F)C(F)(F)F)s1,3.7%,8.2
COc1ccc(CN2CCN(c3cc(C)nc4c5c(C)cc(C)nc5nn34)CC2)cc1F,7.4%,x

# Compound activity: PubChem, several laboratories

# Not all compounds are listed (hit frequency here may not be typical).
